Bioassay records from PubChem BioAssay.
FXIIa mix inh: factor XIIa (human) inhibition, mixture screen | P00748 | purified FXIIa, fluorogenic substrate, pooled mixtures | inhibition, % at 5 µM | actives 0.2% (n = 62,000) | AID 684;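 also: 0% = enzyme without compound and 100% = no enzyme blank; some results filed as inactive read as strong as hits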
Hsp90 block: displaces geldanamycin probe from tumor Hsp90; inhibition, % at 30 µM; NCI-N417 lysate Hsp90, Cy3B-geldanamycin FP displacement; AID 429; P07900; actives 0.35% (n = 64,000);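 active = inhibition above 50%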;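 also: 0% = tracer plus lysate wells and 100% = tracer alone without lysate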
Cdc25B inh: human M-phase inducer phosphatase 2 inhibition; recombinant Cdc25B, OMFP fluorescence Ex485/Em525; inhibition, %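 (compounds tested at 10 µM final in the well)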; actives 0.1% (n = 65,000); AID 368; in the data active = inhibition above about 50%
DUSP1 inh: inhibitors of human MKP-1 phosphatase. P28562. inhibition, %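 (compounds tested at a single concentration somewhere between 10 and 100 µM)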. recombinant MKP-1, OMFP hydrolysis fluorescence. actives 0.15% (n = 65,000). AID 374;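 active = inhibition above about 50%, limit read from the data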;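 also: 0% = DMSO max control wells and 100% = wells with enzyme stopped by NaOH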
Target sequence (P28562 whole entry, looked up): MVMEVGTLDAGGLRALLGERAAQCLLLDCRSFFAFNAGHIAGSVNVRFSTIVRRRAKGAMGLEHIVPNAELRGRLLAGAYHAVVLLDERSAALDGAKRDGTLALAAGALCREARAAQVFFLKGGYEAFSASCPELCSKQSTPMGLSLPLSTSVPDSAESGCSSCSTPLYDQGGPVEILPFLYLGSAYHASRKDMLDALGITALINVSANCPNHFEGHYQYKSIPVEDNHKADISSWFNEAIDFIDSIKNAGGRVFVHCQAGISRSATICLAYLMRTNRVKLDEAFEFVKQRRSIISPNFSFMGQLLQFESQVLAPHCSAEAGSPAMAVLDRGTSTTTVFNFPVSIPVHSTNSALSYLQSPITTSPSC
5HT1a ag: agonists of human 5-HT1a serotonin receptor. P08908. CHO 5-HT1a Ga15 NFAT-bla reporter, FRET ratio; 0% basal, 100% maximal reference agonist. activation, % at 10 µM. actives 0.56% (n = 65,000). AID 567;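 active = activation above the screen-wide mean activation plus 3 SD, cut at about 19% in these data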;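 also: 0% = DMSO wells and 100% = 5-CT at EC100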
FXIa inh mix: factor XIa (human) inhibition, mixture screen; inhibition, % at 5 µM; purified FXIa, fluorogenic substrate, pooled mixtures; P03951; actives 0.19% (n = 62,000);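 also: each value is inhibition by a whole ten-compound pool holding the compound; 0% = enzyme with no mixture and 100% = wells lacking enzyme; strong numbers were not always called active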
CatL inh: blocks human cathepsin L protease activity | inhibition, %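 (tested at 10 µM)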 | purified cathepsin L, fluorogenic substrate, fluorescence | P07711 | actives 0.17% (n = 58,000); in the data active = inhibition above about 45%;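 also: 0% = enzyme with no compound and 100% = no enzyme blank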
Cathepsin G inh: blocks human cathepsin G enzyme activity; purified enzyme, AMC-tetrapeptide fluorescence, pooled mixtures; inhibition, % at 5 µM (by protocol); actives 0.2% (n = 62,000);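 active = inhibition above 20% in each of the two mixture wells holding the compound; inactive = inhibition of 20% or less in either well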;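 also: 0% = enzyme control without mixture and 100% = blank lacking enzyme; strong numbers were not always called active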
C1s block: human complement C1s inhibition | P09871 | purified C1s, fluorogenic AMC substrate, pooled mixtures | mean inhibition % of two 10-compound mixtures (active compounds read high), % at 5 µM (by protocol) | actives 0.16% (n = 62,000) | AID 538;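 active = inhibition above 20% in each of the two 10-compound mixture wells holding the compound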;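 also: 0% = enzyme wells lacking compound mixture and 100% = no-enzyme blank wells; some compounds called inactive have numbers as strong as hits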
Target sequence (P09871 16-437 limits assumed): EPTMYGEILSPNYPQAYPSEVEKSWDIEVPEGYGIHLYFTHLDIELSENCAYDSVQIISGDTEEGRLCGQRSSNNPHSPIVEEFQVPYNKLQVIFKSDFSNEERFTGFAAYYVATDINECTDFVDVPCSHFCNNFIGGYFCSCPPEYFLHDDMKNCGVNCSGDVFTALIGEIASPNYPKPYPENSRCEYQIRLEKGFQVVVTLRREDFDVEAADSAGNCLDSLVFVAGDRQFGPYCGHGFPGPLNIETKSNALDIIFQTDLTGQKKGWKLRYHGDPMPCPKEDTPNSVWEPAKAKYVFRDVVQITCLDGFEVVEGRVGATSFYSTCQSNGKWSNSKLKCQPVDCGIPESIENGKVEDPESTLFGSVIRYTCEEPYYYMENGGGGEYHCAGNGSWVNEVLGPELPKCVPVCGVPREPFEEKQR
Target sequence (P09871 438-688 limits assumed): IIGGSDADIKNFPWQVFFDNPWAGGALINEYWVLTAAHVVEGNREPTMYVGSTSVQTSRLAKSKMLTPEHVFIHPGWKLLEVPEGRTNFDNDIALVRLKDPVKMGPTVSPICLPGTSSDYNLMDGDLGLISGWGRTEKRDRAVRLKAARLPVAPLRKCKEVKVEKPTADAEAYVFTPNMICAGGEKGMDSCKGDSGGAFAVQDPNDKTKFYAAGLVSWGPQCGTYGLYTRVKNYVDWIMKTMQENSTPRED
* hit, by the source's call; . = no result given. Rule as the data show it, unless noted: active = inhibition above about 20% (passing the limit was not always enough); inactive = the rest. Compounds as they come; any-hit rate near 1.6%.

SMILES	FXIIa mix inh	Hsp90 block	Cdc25B inh	DUSP1 inh	5HT1a ag	FXIa inh mix	CatL inh	Cathepsin G inh	C1s block
CN1/C(=C/C(=O)c2nc(S(C)(=O)=O)ncc2Cl)C(C)(C)c2ccccc21	-3.7	-15.7	0.8	-0.2	-2.6	10.1	-10.8	0.4	-26.5
Cc1ccc(C(C(=O)NC2CCCC2)N(C(=O)c2csnn2)C2CCCC2)o1 (configuration not stated)	2.4	4.5	-4.2	-11.0	0.4	16.8	-6.0	7.9	9.8
O=C(NCCc1csc(-c2ccccc2)n1)c1cccs1	3.2	-1.8	2.0	-0.1	-1.8	10.8	-3.6	-12.8	-42.9
COc1ccc2cnn(-c3ccccc3C)c(=O)c2c1OC	0.2	-5.3	3.4	7.3	1.7	5.5	-1.2	11.0	-4.6
CCn1cc(C2=NC(C(C)C)CO2)c2ccccc21 (configuration not stated)	1.9	-2.2	-16.3	-5.6	0.5	3.2	-6.9	-5.7	-31.1
CCOCCc1nnc(NC(=O)c2cccs2)s1	23.1	-0.7	8.8	2.0	-3.4	7.7	-14.2	8.5	20.2
CSc1nsc(SC)c1C(=O)N1CCN(S(=O)(=O)c2ccc(C)cc2)C1C (configuration not stated)	15.7	3.7	-8.3	-0.8	0.5	8.8	18.1	10.1	13.1
CCCC(C(=O)NCc1ccc(OC)cc1)N(Cc1ccco1)C(=O)c1snc(C(N)=O)c1N (configuration not stated)	-14.6	-2.2	-20.5	-4.1	-0.5	2.3	-5.9	0.4	-4.8
CCn1cc(C(=O)O)c(=O)c2cnc(N3CCN(C(=O)Nc4cccc5ccccc45)CC3)nc21	17.3	-1.5	0.3	-13.4	-2.5	1.1	6.2	-2.1	-3.5
Cn1c(=O)c2c(nc(CN3CCC(C(N)=O)CC3)n2Cc2c(Cl)cccc2Cl)n(C)c1=O	1.3	0.3	7.9	22.7	-0.4	-2.8	12.1	4.9	2.3
Cc1cc(C)cc(Nc2ccc(C(=O)O)cc2N)c1	.	9.5	-1.9	1.8	1.1	.	.	.	.
Fc1ccccc1CSc1nnnn1-c1ccc2c(c1)OCO2	6.6	-3.4	-5.9	-3.9	-1.9	-1.2	-5.9	-1.0	-44.9
COc1ccc(-c2nnc(SCC(=O)N3CCOCC3)o2)cc1OC	11.7	2.4	-5.5	-0.6	-1.6	-3.2	-3.1	-10.4	-12.1
Cc1cccc(NC(=O)c2cc(NC(=O)c3ccco3)ccc2N2CCCCC2)c1	-0.4	-0.9	-13.5	0.9	-0.1	-7.1	-16.1	0.3	-41.6
Cc1c(Cl)cccc1NC(=O)NC1CCCCC1	-2.1	0.6	3.4	14.8	-0.5	12.3	-0.6	-1.5	-2.1
CCOC(=O)c1cc2sccc2n1CC(=O)Nc1ccc2c(c1)OCCO2	-0.9	-0.3	1.4	9.5	0.0	7.6	1.8	1.8	17.6
CC1CCCCN1Cc1nc2c(c(=O)n(C)c(=O)n2C)n1CCc1ccccc1 (configuration not stated)	.	-2.0	-11.2	27.3	-1.9	.	.	.	.
COc1ccccc1CNC(=O)CCN1C(=O)COc2ccc(C)cc21	10.4	-6.5	-8.1	4.3	0.5	6.9	1.7	-1.0	-1.0
Cc1ccc(-c2noc(CCC(=O)NC3CCCc4ccccc43)n2)cc1 (configuration not stated)	4.6	-2.8	-4.6	-9.4	-4.0	1.5	11.3	8.1	8.7
O=S(=O)(NCc1ccncc1)c1ccc(Br)s1	-0.5	-0.4	0.3	1.6	-0.5	1.0	-7.2	-6.3	-31.6
N#CC1=C(N)Oc2nc(-c3ccccc3)[nH]c2C1c1cccnc1 (configuration not stated)	3.8	-2.7	-11.4	0.0	-1.9	-3.9	-3.3	-1.6	-2.8
CCN1CCN(CC(=O)Nc2c(C(=O)OC)[nH]c3cccc(Cl)c23)CC1	5.6	4.3	2.0	-12.4	-6.3	8.4	-3.5	0.6	3.5
COc1ccc(C2CC(C(F)(F)F)n3nc(CO)c(Cl)c3N2)cc1OC (configuration not stated)	9.0	2.7	-2.6	7.0	0.8	4.9	2.1	-3.2	-3.1
Cc1ccc(C(=O)CN2CCC(NC(=O)C3CCCCC3)CC2)cc1	-1.9	-4.6	3.7	6.5	-0.5	1.3	14.2	-5.7	-8.1
O=C(CN(C(=O)CCC(=O)Nc1nccs1)c1ccc(F)c(Cl)c1)NCc1ccco1	6.5	-2.8	7.6	15.7	-2.2	5.9	3.3	8.9	11.5
CC(=O)Nc1ccc(S(=O)(=O)NC2=NCN(CCOC(=O)c3ccccc3)CN2)cc1	5.7	-2.6	2.3	9.8	-2.5	4.2	15.8	-3.1	1.7
CC(C)Sc1nnc(Cn2c(=O)sc3ccccc32)n1-c1ccccc1	-2.5	0.6	-15.6	-0.8	3.3	8.2	-4.4	-5.0	-9.8
COc1ccccc1NC(=O)Cc1noc(CSc2nnc(C)s2)n1	-16.5	.	4.1	-3.1	-0.2	8.1	11.4	0.2	-1.3
COc1ccc(-n2c(/C=C(\C)O)nc(=O)c3c(C)cc(C)nc32)cc1	-2.3	-7.2	0.2	-1.5	1.0	4.9	12.0	-0.9	-0.5
O=C(NCCc1ccc2c(c1)OCCO2)c1cc2ccccc2o1	10.0	0.5	-14.0	21.5	-3.8	5.0	14.9	-10.1	-43.7
CCCn1nnc(NCc2ccc(OCc3cccs3)c(OC)c2)n1	8.3	-3.9	-1.6	-2.8	-1.8	-7.4	7.1	-2.9	7.0
CCC(Oc1ccccc1)C(=O)Nc1ccccc1OC (configuration not stated)	-20.0	-3.1	-9.0	-12.2	-1.9	-7.7	6.7	-2.9	-58.5
COc1cc(NS(C)(=O)=O)c(OC)cc1NC(=O)c1cccc(F)c1	17.4	2.0	-14.5	-14.6	0.6	8.5	28.0	13.1	19.8
CCC(CC)C(=O)Nc1cc(OC)c(OC)cc1C(=O)O	27.6	-2.1	-11.3	-5.7	0.5	0.6	16.3	10.2	-9.4
Cc1cccc(OCc2nc(-c3nonc3N)no2)c1C	3.6	0.2	7.9	-0.6	-2.6	-0.3	12.9	8.8	11.5
COc1ccc(NC(=O)Nc2ccccc2C(N)=O)cc1OC	8.1	-3.9	-3.1	-0.3	-1.7	0.4	-0.9	9.7	-2.8
O=C(Nc1ccc2snnc2c1)N1CCN(c2ccccc2)CC1	-2.9	-2.1	.	-5.7	.	4.9	-1.2	-0.7	3.3
COc1cccc(CNc2nc3ccccc3n2CCN2CCCCC2)c1OC	.	0.0	-15.3	16.2	-2.0	.	.	.	.
Cc1cc(C(=O)OCC(=O)NCc2ccco2)c(C)n1-c1ccccc1	4.8	-7.2	-14.9	8.9	2.1	8.0	-3.5	7.5	7.2
CN(C)S(=O)(=O)N1CCN(S(=O)(=O)N(C)C)CC1	-0.2	-1.8	-7.4	-6.8	-2.9	6.6	-10.6	9.1	11.0

Three compounds from above with just Cathepsin G inh.
compound	Cathepsin G inh
O=C(CN(C(=O)CCC(=O)Nc1nccs1)c1ccc(F)c(Cl)c1)NCc1ccco1	8.9
CC(=O)Nc1ccc(S(=O)(=O)NC2=NCN(CCOC(=O)c3ccccc3)CN2)cc1	-3.1
CC(C)Sc1nnc(Cn2c(=O)sc3ccccc32)n1-c1ccccc1	-5.0

Part of the list above in order of heavy-atom count, rising:
SMILES	FXIIa mix inh	Hsp90 block	Cdc25B inh	DUSP1 inh	5HT1a ag	FXIa inh mix	CatL inh	Cathepsin G inh	C1s block
COc1ccc(NC(=O)Nc2ccccc2C(N)=O)cc1OC	8.1	-3.9	-3.1	-0.3	-1.7	0.4	-0.9	9.7	-2.8
N#CC1=C(N)Oc2nc(-c3ccccc3)[nH]c2C1c1cccnc1 (configuration not stated)	3.8	-2.7	-11.4	0.0	-1.9	-3.9	-3.3	-1.6	-2.8
COc1ccc(-n2c(/C=C(\C)O)nc(=O)c3c(C)cc(C)nc32)cc1	-2.3	-7.2	0.2	-1.5	1.0	4.9	12.0	-0.9	-0.5
COc1ccc(C2CC(C(F)(F)F)n3nc(CO)c(Cl)c3N2)cc1OC (configuration not stated)	9.0	2.7	-2.6	7.0	0.8	4.9	2.1	-3.2	-3.1
O=C(CN(C(=O)CCC(=O)Nc1nccs1)c1ccc(F)c(Cl)c1)NCc1ccco1	6.5	-2.8	7.6	15.7	-2.2	5.9	3.3	8.9	11.5

Other compounds:
SMILES	FXIIa mix inh	Hsp90 block	Cdc25B inh	DUSP1 inh	5HT1a ag	FXIa inh mix	CatL inh	Cathepsin G inh	C1s block
O=C(NCCN1C(=O)C2C3C=CC(C3)C2C1=O)N1CCCCC1 (configuration not stated)	12.8	-5.0	-3.7	-0.6	-1.2	0.9	-4.1	-10.1	-7.0
COc1ccc(OC)c(C(O)c2coc3ccc(O)c(CN4CCOCC4)c23)c1 (configuration not stated)	.	-0.7	15.2	-8.2	1.1	.	14.9	.	.
O=C(c1ccc(F)cc1)C1CCN(C(=O)c2ccncc2)CC1	9.5	-1.1	0.4	10.0	-1.5	9.5	-23.9	4.2	4.4
Cc1ccc(-c2csc3nc(=O)c(C)nn23)cc1	0.7	-5.4	-8.5	2.0	-1.5	2.3	19.3	10.7	8.1
Nc1c(C(=O)NCc2ccccc2)nnn1Cc1ccc(F)cc1	4.2	-4.2	-4.5	6.3	0.0	4.9	-4.1	-4.4	-17.2
Cc1cc(C)nc(NC2=NC3CCCCC3N2)n1 (configuration not stated)	10.2	-4.0	-7.2	-3.0	-4.8	2.6	-5.5	11.4	11.7
CC(OC(=O)c1ccccc1NCc1ccco1)C(=O)Nc1ncc(Cl)cc1Cl (configuration not stated)	5.4	.	-10.3	11.3	-3.4	0.5	.	-9.3	-31.4
CCN(C1CCCCC1)S(=O)(=O)c1ccc(OC)c(C)c1	-18.1	-0.7	-9.6	-5.5	0.2	2.7	3.6	-37.2	3.8
O=C(Nc1ccccn1)C1CCN(S(=O)(=O)c2cccc3nonc23)CC1	5.3	-0.8	2.8	11.4	0.1	-5.0	18.0	7.0	2.1
CC(Sc1nc(-c2ccccc2)cc(C(F)(F)F)n1)C(=O)NCCN1CCOCC1 (configuration not stated)	3.7	-2.1	-4.2	-6.7	0.4	5.7	.	7.0	-22.5
CCOc1ccc(-c2cc(CCCC(=O)Nc3cccc(OC)c3)no2)cc1	-17.7	-2.5	-6.0	9.9	0.2	10.9	14.3	0.8	-23.8
Cc1cccc(N2CCN(C(=O)c3cc4ccccc4oc3=O)CC2)c1C	3.6	-0.1	4.6	4.4	-1.9	0.4	13.7	-6.6	-5.3
COc1ccc(CCNC(=O)Cn2c(-c3nonc3N)nc3ccccc32)cc1OC	-0.4	0.7	-1.1	10.4	-0.4	7.1	10.2	10.5	9.4
COc1cc(C2=NOC(C(=O)N3CCOCC3)C2)cc(OC)c1OC (configuration not stated)	0.2	1.3	2.1	-6.2	0.0	6.3	15.8	9.1	-2.8
O=C(C1CC1)N1CCc2cc(S(=O)(=O)NCCC3=CCCCC3)ccc21	3.6	0.9	-1.3	23.7	-3.2	-6.6	10.1	2.8	-19.6
O=c1c2ccccc2nc2c3ccccc3c3nncn3n12	6.8	-3.0	-12.6	6.8	0.2	-4.1	5.5	11.6	-3.4
CC1CCCCN1CCNC(=O)c1cc2c(=O)n(C)c3ccccc3c2n1C (configuration not stated)	1.5	-5.4	-3.6	5.0	-2.8	4.3	7.0	6.0	13.8
CC1Cc2cc(C(=O)O)ccc2O1 (configuration not stated)	4.9	-2.8	-2.1	-2.7	-1.4	2.0	32.4	1.0	-7.2
O=C(Nc1ccccc1)OCc1ccccn1	6.4	0.9	0.4	-11.4	-4.7	-3.5	2.9	8.1	-28.3
CC(C)OC(=O)CN1C(=O)C(C)(C)Oc2ccc(C(=O)NC(C)(C)C)cc21	10.1	-0.2	-3.5	12.8	-2.1	3.2	2.8	-1.1	-0.8
COc1ccc(-n2[nH]c(C)cc2=O)cc1	2.5	1.3	-6.4	23.9	-6.9	1.9	0.6	7.4	1.8
